Assay outcomes deposited in PubChem by several laboratories.
Mtb RmlCD inh – inhibitors of Mycobacterium tuberculosis RmlC and RmlD coupled enzymes; RmlC+RmlD coupled enzyme assay, percent inhibition; primary screen in compound mixtures; inhibition, % at 3.6 µM; hit rate 0.03% among 160,000; in the data active = inhibition mostly above about 34%, no sharp cut-off; note: some results filed as inactive read as strong as hits
Target sequence (P9WH09 whole entry, looked up): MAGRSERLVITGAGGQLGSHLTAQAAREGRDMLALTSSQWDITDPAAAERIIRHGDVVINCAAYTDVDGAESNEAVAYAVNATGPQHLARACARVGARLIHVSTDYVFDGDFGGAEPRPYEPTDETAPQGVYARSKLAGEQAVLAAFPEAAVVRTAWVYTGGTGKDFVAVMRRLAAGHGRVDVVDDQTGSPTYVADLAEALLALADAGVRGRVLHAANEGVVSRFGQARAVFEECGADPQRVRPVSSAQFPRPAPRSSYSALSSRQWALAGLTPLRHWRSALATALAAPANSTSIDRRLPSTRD
Target sequence (P9WH11 whole entry, looked up): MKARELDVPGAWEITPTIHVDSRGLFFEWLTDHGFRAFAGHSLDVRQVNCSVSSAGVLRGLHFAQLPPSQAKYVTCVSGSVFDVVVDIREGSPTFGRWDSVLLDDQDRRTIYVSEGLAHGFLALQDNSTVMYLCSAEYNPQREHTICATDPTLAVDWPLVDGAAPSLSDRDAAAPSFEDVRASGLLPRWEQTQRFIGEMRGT
GlmU inhibition – inhibition of mycobacterial GlmU enzyme – biochemical, glucosamine-1-phosphate acetyltransferase (AID 1376) | inhibition, %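 (tested at 30 µM in the primary screen)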; hits with a dose series show IC50 in µM | M. tuberculosis GlmU acetyltransferase enzyme assay; higher % means a stronger effect | hit rate 0.25% among 220,000; in the data active = inhibition above about 13%;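 note: 0% = complete reaction with vehicle and 100% = reaction without substrate; strong numbers were not always called active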
* marks the source's active call; other numbers are inactive results. This is a subset; the hit share may differ from the screen's.

Results for COc1ccc(N(C(=O)Cc2cccs2)C2C=CS(=O)(=O)C2)cc1 (centres undefined) ?
GlmU inhibition: -0.4%

What do the screens show for `O=C(CNC1CCCCCC1)c1cccs1`?
GlmU inhibition: -2.8%

What do the screens show for `CC(C)(C)[C@H]1C=C(C(=O)O)O[C@@H](OCCCCO)C1`?
GlmU inhibition: -2.4%

What do the screens show for `O=C1N=C(N2CCOCC2)S/C1=C\c1cccs1`?
Mtb RmlCD inh: -5.9; GlmU inhibition: 2.1%

Results for COc1ccc(N2CCN(C(=O)C3CC(=O)N(c4ccc(C)cc4)C3)CC2)cc1 (centres undefined) ?
Mtb RmlCD inh: -4.0; GlmU inhibition: 8.6%

Results for O=S(=O)(NCC1CCCO1)c1ccc(S(=O)(=O)N(Cc2ccccn2)C2CC2)cc1 (centres undefined) ?
GlmU inhibition: 2.5%

Results for O=c1cnn(-c2ccccc2)c(-c2ccccc2)c1 ?
Mtb RmlCD inh: -10.1; GlmU inhibition: 3.8%

What do the screens show for `N#Cc1c(-c2ccccc2Cl)cc(-c2ccccc2)nc1Br`?
Mtb RmlCD inh: 11.2; GlmU inhibition: 6.2%

How did COc1cccc(CCc2nnc(CCC(=O)NCCc3cccc(C)n3)o2)c1 do in these assays?
Mtb RmlCD inh: -19.0; GlmU inhibition: 2.1%

Results for CN(C)C(C(=O)NC1CCCCC1)c1ccc(Cl)cc1 (centres undefined) ?
Mtb RmlCD inh: 10.8; GlmU inhibition: 8.8%

Results for O=C(NCCC1=CCCCC1)C1CCN(C(=O)c2ccc(Br)cc2)CC1 ?
Mtb RmlCD inh: 1.4; GlmU inhibition: 0.3%

What do the screens show for `CCOc1ccc2c(c1)c1nnc(SCC(=O)N3CCCCC3C)nc1n2C` (centres undefined)?
GlmU inhibition: 0.6%

Results for COc1cccc(C(C(=O)NC2CCCCC2)N(C(=O)c2ccccn2)c2cccnc2)c1 (centres undefined) ?
Mtb RmlCD inh: -14.3; GlmU inhibition: 1.4%

What do the screens show for `Cn1nnnc1SCCNCc1cc(Cl)ccc1OCc1ccccc1`?
GlmU inhibition: 2.1%

What do the screens show for `COc1ccccc1-c1noc(-c2ccccc2C(=O)NCc2ccco2)n1`?
Mtb RmlCD inh: -8.1; GlmU inhibition: -3.3%

Results for CC(=O)c1ccc(NC(=O)/C(Cl)=C/c2ccccc2)cc1 ?
Mtb RmlCD inh: 7.7; GlmU inhibition: -3.9%

What do the screens show for `O=S(=O)(c1ccc(-c2nc3ccccc3s2)cc1)N1CCCC1`?
GlmU inhibition: 2.5%

Results for CCN(CC)CC(=O)c1c(N)n(Cc2ccccc2)c(=O)n(C)c1=O ?
Mtb RmlCD inh: -7.0; GlmU inhibition: 3.8%

Results for CCCC(=O)NC(=S)Nc1cccc(NC(=O)c2ccc(Cl)cc2Cl)c1 ?
Mtb RmlCD inh: 22.2; GlmU inhibition: 4.0%

Results for O=C(COC(=O)COc1ccccc1Cl)Nc1ccccc1OC(F)F ?
GlmU inhibition: 0.4%

Not a retest: 14 of the compounds above.
Results for COc1ccc(N2CCN(C(=O)C3CC(=O)N(c4ccc(C)cc4)C3)CC2)cc1 (centres undefined) ?
Mtb RmlCD inh: -4.0; GlmU inhibition: 8.6%

Results for O=S(=O)(NCC1CCCO1)c1ccc(S(=O)(=O)N(Cc2ccccn2)C2CC2)cc1 (centres undefined) ?
GlmU inhibition: 2.5%

Results for O=c1cnn(-c2ccccc2)c(-c2ccccc2)c1 ?
Mtb RmlCD inh: -10.1; GlmU inhibition: 3.8%

What do the screens show for `N#Cc1c(-c2ccccc2Cl)cc(-c2ccccc2)nc1Br`?
Mtb RmlCD inh: 11.2; GlmU inhibition: 6.2%

How did COc1cccc(CCc2nnc(CCC(=O)NCCc3cccc(C)n3)o2)c1 do in these assays?
Mtb RmlCD inh: -19.0; GlmU inhibition: 2.1%

Results for CN(C)C(C(=O)NC1CCCCC1)c1ccc(Cl)cc1 (centres undefined) ?
Mtb RmlCD inh: 10.8; GlmU inhibition: 8.8%

Results for O=C(NCCC1=CCCCC1)C1CCN(C(=O)c2ccc(Br)cc2)CC1 ?
Mtb RmlCD inh: 1.4; GlmU inhibition: 0.3%

What do the screens show for `CCOc1ccc2c(c1)c1nnc(SCC(=O)N3CCCCC3C)nc1n2C` (centres undefined)?
GlmU inhibition: 0.6%

Results for COc1cccc(C(C(=O)NC2CCCCC2)N(C(=O)c2ccccn2)c2cccnc2)c1 (centres undefined) ?
Mtb RmlCD inh: -14.3; GlmU inhibition: 1.4%

What do the screens show for `Cn1nnnc1SCCNCc1cc(Cl)ccc1OCc1ccccc1`?
GlmU inhibition: 2.1%

What do the screens show for `COc1ccccc1-c1noc(-c2ccccc2C(=O)NCc2ccco2)n1`?
Mtb RmlCD inh: -8.1; GlmU inhibition: -3.3%

Results for CC(=O)c1ccc(NC(=O)/C(Cl)=C/c2ccccc2)cc1 ?
Mtb RmlCD inh: 7.7; GlmU inhibition: -3.9%

What do the screens show for `O=S(=O)(c1ccc(-c2nc3ccccc3s2)cc1)N1CCCC1`?
GlmU inhibition: 2.5%

Results for CCN(CC)CC(=O)c1c(N)n(Cc2ccccc2)c(=O)n(C)c1=O ?
Mtb RmlCD inh: -7.0; GlmU inhibition: 3.8%

Continuation:
What do the screens show for `Cc1cc(C)c2c(N)c(-c3nc4ccccc4[nH]3)sc2n1`?
Mtb RmlCD inh: -6.5; GlmU inhibition: -0.5%

What do the screens show for `Cc1nnsc1C(=O)N1CCC(CO)(Cc2ccccc2Cl)CC1`?
GlmU inhibition: 0.3%

Results for C=C(Br)Cn1c(CC(C)C)nc2ccccc21 ?
Mtb RmlCD inh: -14.0; GlmU inhibition: 0.4%

How did O=C(COc1ccccc1[N+](=O)[O-])Nc1cc(C(=O)O)cc(C(=O)O)c1 do in these assays?
Mtb RmlCD inh: 3.7; GlmU inhibition: 3.1%

How did CCn1c2ccc(OC)cc2c2nc3ccccc3nc21 do in these assays?
GlmU inhibition: -0.9%

What do the screens show for `O=C(NCc1cccnc1)C(=O)C1C(=O)Nc2ccccc21` (centres undefined)?
Mtb RmlCD inh: 5.7; GlmU inhibition: -4.4%

What do the screens show for `CCSc1sc(CC)cc1C=O`?
Mtb RmlCD inh: 10.6; GlmU inhibition: 5.0%

How did COc1ccccc1N1CCN(/N=C/C=C\c2ccco2)CC1 do in these assays?
GlmU inhibition: 0.5%

How did CC(Nc1nc2ccccc2n2cnnc12)c1ccccc1 (centres undefined) do in these assays?
GlmU inhibition: -8.3%

What do the screens show for `O=C(CN1C(=O)C2C3C=CC(C3)C2C1=O)NCCc1ccccc1Cl` (centres undefined)?
Mtb RmlCD inh: 28.6; GlmU inhibition: -2.0%

How did CCSc1nnc(CNC(=O)C23CC4CC(CC(C4)C2)C3)n1C1CCCCC1 do in these assays?
Mtb RmlCD inh: 7.0; GlmU inhibition: -3.1%

Results for COC(=O)C1=C(C)OC(N)=C(C#N)C12C(=O)Nc1ccccc12 (centres undefined) ?
Mtb RmlCD inh: -4.5; GlmU inhibition: -4.5%

How did OCCN1CCN(c2ncnc3c2c(-c2ccccc2)cn3-c2ccc(F)cc2)CC1 do in these assays?
Mtb RmlCD inh: 3.7; GlmU inhibition: 1.0%

What do the screens show for `COC(=O)c1cc(NC(=O)c2cccnc2)ccc1N1CCOCC1`?
Mtb RmlCD inh: 5.0; GlmU inhibition: -3.4%

What do the screens show for `O=C(NCC1CCCO1)c1cc2ccccc2oc1=O` (centres undefined)?
Mtb RmlCD inh: -4.9; GlmU inhibition: 1.5%

How did O=Cc1cc2cc3c(cc2nc1Cl)OCCO3 do in these assays?
Mtb RmlCD inh: 11.7; GlmU inhibition: 3.9%

How did O=C(O)C1CN(c2nc(Cl)ccc2[N+](=O)[O-])C1 do in these assays?
Mtb RmlCD inh: 5.0; GlmU inhibition: 3.7%

How did CCCCC(=O)Nc1ccc(C(=O)NNC(=S)NC(=O)c2ccco2)cc1 do in these assays?
Mtb RmlCD inh: 3.4; GlmU inhibition: 2.9%

How did CCOC(=O)Cc1nnc(NC(=O)CSc2ccccc2)s1 do in these assays?
Mtb RmlCD inh: 3.5; GlmU inhibition: -1.3%

What do the screens show for `O=C(NCCc1ccccn1)C1CCCN(S(=O)(=O)Cc2ccccc2)C1` (centres undefined)?
Mtb RmlCD inh: -1.9; GlmU inhibition: -0.8%

How did Cc1cc(C)n(-c2cc(C)c(C)cc2Br)n1 do in these assays?
Mtb RmlCD inh: -5.0; GlmU inhibition: 3.7%

How did Cc1sc(NC(=O)c2ccccc2F)c(CN2CCCCC2)c1C do in these assays?
Mtb RmlCD inh: -2.2; GlmU inhibition: -4.8%

How did Cc1nn(C)c(C)c1/C=C/C(=O)c1cccs1 do in these assays?
GlmU inhibition: 1.0%

Results for Cc1ccsc1C1Nc2ccccc2-c2nc3ccccc3n21 (centres undefined) ?
Mtb RmlCD inh: -2.1; GlmU inhibition: 3.2%

How did N/C(=N\OC(=O)Nc1cccc(C(F)(F)F)c1)c1ccno1 do in these assays?
Mtb RmlCD inh: -8.9; GlmU inhibition: 10.1%

How did O=C1C2ON(c3ccccc3)C(c3ccccc3F)C2C(=O)N1c1ccccc1 (centres undefined) do in these assays?
Mtb RmlCD inh: -7.0; GlmU inhibition: -0.2%

Results for COc1ccc(OC)c(NC(=O)CNC(=O)c2cccs2)c1 ?
Mtb RmlCD inh: -9.0; GlmU inhibition: -1.9%

Results for O=C(O)/C=C\c1cccc(-n2cnnn2)c1 ?
Mtb RmlCD inh: 2.4; GlmU inhibition: 10.4%

What do the screens show for `Cn1c(=O)c(=O)n(C)c2cc([N+](=O)[O-])c([N+](=O)[O-])cc21`?
Mtb RmlCD inh: 45.4; GlmU inhibition: -1.8%

What do the screens show for `Cc1nnc(SC(C)C(=O)Nc2ccc(Cl)cn2)n1Cc1ccccc1` (centres undefined)?
Mtb RmlCD inh: 5.9; GlmU inhibition: 1.9%

Results for CCOC(=O)Cc1csc(NC(=O)CSc2nnc(-c3ccc(OC)cc3)n2C)n1 ?
Mtb RmlCD inh: 1.2; GlmU inhibition: 1.5%

What do the screens show for `COC(=O)c1cc(OC)c(OC)cc1NC(=S)Nc1cccc(Cl)c1`?
GlmU inhibition: 3.1%

How did COc1ccc(/C=C/C(=O)N2CCC(c3ccccc3)C2)cc1 (centres undefined) do in these assays?
Mtb RmlCD inh: 4.1; GlmU inhibition: 1.8%

Results for CSc1cccc(NC(=O)COc2ccccc2C)c1 ?
Mtb RmlCD inh: -10.4; GlmU inhibition: 3.7%

What do the screens show for `Cc1ccc(S(=O)(=O)NCC(=O)N2CCN(c3ccccn3)CC2)cc1`?
Mtb RmlCD inh: -6.6; GlmU inhibition: 1.3%

How did Cc1csc(NC(=O)C(NS(=O)(=O)c2ccc(Br)s2)c2ccccc2)n1 (centres undefined) do in these assays?
Mtb RmlCD inh: 14.1; GlmU inhibition: -0.2%

How did Cc1cccc(NC(=O)Nc2ccc(Oc3c(F)c(F)c(F)c(F)c3F)cc2)c1 do in these assays?
Mtb RmlCD inh: 11.1; GlmU inhibition: -4.5%

How did O=C(NCc1ccco1)/C(=C\c1cccs1)NC(=O)c1ccsc1 do in these assays?
GlmU inhibition: 2.3%

What do the screens show for `COc1ccc(NC(=O)CCSc2cc(C)c3ccccc3n2)cc1`?
Mtb RmlCD inh: 3.1; GlmU inhibition: -0.6%

What do the screens show for `COCCn1c(C)cc(C(=O)CSc2nc(C)nc3sc4c(c23)CCC4)c1C`?
GlmU inhibition: -3.5%

How did CC(C)N1CCN(c2ccncc2S(=O)(=O)N2CCOCC2)CC1 do in these assays?
Mtb RmlCD inh: 6.9; GlmU inhibition: -2.6%

How did COC(=O)CCSCC(=O)Nc1ccc(S(=O)(=O)N2CCOCC2)cc1OC do in these assays?
Mtb RmlCD inh: 2.1; GlmU inhibition: -1.1%

Results for Fc1ccc(C2N3CCCN23)cc1 (centres undefined) ?
GlmU inhibition: -4.2%

Results for Cc1ccccc1NC(=O)c1ccc(-n2cncn2)nc1 ?
Mtb RmlCD inh: -4.6; GlmU inhibition: -1.1%

What do the screens show for `O=C(NNC(=O)c1ccc[nH]1)Nc1cccc(C(F)(F)F)c1`?
GlmU inhibition: -0.8%

Results for COc1ccc(CNC(=S)Nc2ccc3nc(N4CCN(C)CC4)cc(C)c3c2)cc1 ?
Mtb RmlCD inh: 8.2; GlmU inhibition: 1.1%

Results for O=C(NCc1nc2ccccc2[nH]1)C1=C[C@@H](c2ccccc2)C[C@@H](OCCCCO)O1 ?
GlmU inhibition: -4.0%

What do the screens show for `COc1ccc(NC(=O)Cn2c(NCC(C)O)nc3ccccc32)cc1Cl` (centres undefined)?
GlmU inhibition: -2.5%

Results for C=CCC(C#Cc1ccc(C)cc1)N(CC)CC (centres undefined) ?
Mtb RmlCD inh: -8.1; GlmU inhibition: 1.3%

How did CCCCNC(C(=O)Nc1cccc(S(=O)(=O)N2CCOCC2)c1)c1ccccc1 (centres undefined) do in these assays?
Mtb RmlCD inh: 2.6; GlmU inhibition: 1.9%

What do the screens show for `CCN(C(=O)c1ccc2c(Cl)c3c(nc2c1)CCC3)c1cccc(C)c1`?
GlmU inhibition: -3.0%

What do the screens show for `Cc1nc2c(C(=O)N3CCOCC3)cnn2c(C)c1Cc1cccc(Cl)c1`?
Mtb RmlCD inh: 4.8

Results for O=C(O)CCN1C(=O)c2ccc(Oc3ccc4c(c3)C(=O)N(CCC(=O)O)C4=O)cc2C1=O ?
Mtb RmlCD inh: -3.8; GlmU inhibition: 0.1%

How did CCN1C(=O)/C(=C\c2ccc(F)cc2)N=C1SCC(=O)NCc1ccco1 do in these assays?
GlmU inhibition: -5.1%

What do the screens show for `Cc1cc(C)c(C#N)c(SCC(=O)Nc2nnc(-c3ccccc3)s2)n1`?
Mtb RmlCD inh: 14.0; GlmU inhibition: 0.6%

How did O=C(c1cnccn1)N(Cc1ccco1)C1(C(=O)NC2CCCC2)CCCCC1 do in these assays?
GlmU inhibition: -2.4%

Results for C=CCc1cc(Cl)ccc1OCCNCCOC ?
GlmU inhibition: -10.7%

Results for O=C(Nc1ccc(Cl)cc1)N1CCc2[nH]c3ccccc3c2C1 ?
GlmU inhibition: -6.3%
